Imprint erasure: genomic imprint erasure induction; mouse ES Peg3-LacZ reporter, beta-gal luminescence, 40 h; actives 0.02% (n = 110,000); Potency, µM (series often up to 60.7 µM), inactives show at the highest dose activity change, positive = activation, hits mostly activators;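 note: 0% = negative control wells on the plate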
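Readout: BetaGlo luminescence (5 min, room temp) for LacZ from the normally silent maternal Peg3 allele in female Peg3LacZ-Neo ES cells. Cells 300/well, 40 h, 37C, 5% CO2. Data normalized per plate to negative controls.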
p53ts 32C kill: kills p53ts cells at the permissive temperature | AID 924 | actives 0.93% (n = 130,000) | H1299-p53A138V at 32C, ATP luminescence viability, 24 h | Potency, µM (series often up to 46.1 µM), inactives show at the highest dose activity change, negative = cytotoxicity, most hits filed as cytotoxic;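 note: 0% = DMSO and -100% = full killing by reference compound; nearly all actives have a fitted effect of over 55% in size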
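ATP-content luminescence (ATPlite) read-out after 24 h compound exposure at 32C in H1299-p53A138V cells (600/well). Tested up to 46 uM. Normalized to DMSO (0%) and 100 uM tamoxifen (100% killing); Hill-fit AC50.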
IkB signaling: suppresses IkB signaling in ABC-DLBCL reporter cells | actives 0.04% (n = 110,000) | ABC-DLBCL IkBa-CBG/CBR dual luciferase ratio, 4 h; response scale: scaled: untreated 0%, proteasome inhibitor 100% | Potency, µM (titrated, usually from 57.1 µM), inactives show at the top dose IkBa stabilization activation; active = well fitted curve in the direction sought with a large enough effect in the signal ratio, not every such curve was filed as active; inconclusive = small, poorly fitted or top-dose-only effect, or a change in a side signal; the % refers to the signal ratio;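 note: the direction sought is a rising ratio; 0% = basal untreated cells and 100% = reference inhibitor full response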
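Luminescence ratio of IκBα-fused green versus native red beetle luciferase in OCI-Ly3 cells, 4 h post-doxycycline with compound; red signal alone, scaled from basal (0%) to zero light (-100%), flagged nonspecific or cytotoxic effects.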
p53ts 39C kill: p53ts cell cytotoxicity, nonpermissive temperature; H1299-p53A138V viability at 39C, ATP luminescence, 24 h; Potency, µM (titrated, usually from 46.1 µM), for inactives: top-dose activity change, negative = cell killing, actives largely listed as cytotoxic; actives 1.5% (n = 130,000); AID 902; note: nearly all actives have a fitted effect of over 55% in size
* hit, by the source's call; [ ] = another dose, or the depositor's remark. Unless noted, calls come from the whole dose curve; as a rule, active = well fitted curve in the direction sought with a large enough effect; inconclusive = small, poorly fitted or top-dose-only effect, or another doubt; inactive = no such curve, though single readings can be large; an effect the other way counts as inactive or inconclusive. Unless noted, % is set by controls: 0 for no effect and ±100 for the full control effect; potency is the fitted concentration of half-maximal effect. Rows were taken by chance. About 1.8% of those tested had a hit in this group.

Screening COc1ccc(-c2nnc(SCC(=O)N3CCOCC3)n2C)cc1OC returned p53ts 32C kill -3% and p53ts 39C kill 10%.
Screening CC(NC(=O)c1cc(-c2ccc(Cl)cc2)on1)c1ccccc1 (stereo not drawn) returned Imprint erasure 3%[10.9 µM], p53ts 32C kill -3%, IkB signaling 2.7% and p53ts 39C kill 8%.
Screening Cc1ccc(-n2ncc3c(NC4CCCC4)ncnc32)cc1 returned Imprint erasure -21%[10.9 µM], p53ts 32C kill 13µM*, IkB signaling 5.7% and p53ts 39C kill inconclusive.
O=C(CCOc1ccccc1)N(Cc1cccnc1)c1nc2c(F)cc(F)cc2s1 was read as Imprint erasure 26%[10.9 µM], p53ts 32C kill 8%, IkB signaling 0.1% and p53ts 39C kill -20%.
For COc1nc(OC)nc(N(C)CCO)n1 the results were Imprint erasure -1%, p53ts 32C kill 2%, IkB signaling -1.0% and p53ts 39C kill 7%.
Screening COc1ccc(C(=O)Cn2c(=O)c(CCC(=O)O)nn3c4ccccc4nc23)cc1OC returned Imprint erasure -5%, p53ts 32C kill -7%, IkB signaling -0.5% and p53ts 39C kill -2%.
Screening CC1CCCCN1C(=O)Cn1cc(C#N)c2ccccc21 (stereo not drawn) returned p53ts 32C kill -7% and p53ts 39C kill -5%.
For COc1ccc2c(c1OC)C(=O)OC2CC(=O)c1ccc(N(C)C)cc1 (stereo not drawn) the results were Imprint erasure 12%, p53ts 32C kill 1%, IkB signaling 9.4% and p53ts 39C kill -18%.
`Clc1ccc(-c2nn3c(C4COc5ccccc5O4)nnc3s2)cc1` (stereo not drawn) gave Imprint erasure -9%, p53ts 32C kill 1%, IkB signaling 0.4% and p53ts 39C kill 2%.
For CCCOc1ccc(C2C(=O)N(C3CCCCC3)CC(=O)N2CCc2ccccc2)cc1OC (stereo not drawn) the results were Imprint erasure -8%[10.9 µM], p53ts 32C kill 4%, IkB signaling 0.4% and p53ts 39C kill -17%.
Screening Cc1nnc(SCC(=O)Nc2ccc(Br)cn2)[nH]c1=O returned Imprint erasure 8%, p53ts 32C kill -4%, IkB signaling -1.0% and p53ts 39C kill -6%.
For COc1ccc(C)c2sc(N(Cc3cccnc3)C(=O)C3CCCCC3)nc12 the results were Imprint erasure -10%[10.9 µM], p53ts 32C kill 3%, IkB signaling inconclusive and p53ts 39C kill 5%.
Cc1nc2nc(SCC(=O)C(C)(C)C)[nH]c2cc1Br was read as Imprint erasure 3%, p53ts 32C kill 8%, IkB signaling -2.0% and p53ts 39C kill 6%.
`c1ccc(N2CCN(Cc3nnnn3C3CCCCC3)CC2)cc1` gave Imprint erasure -8%, p53ts 32C kill 3%, IkB signaling 0.2% and p53ts 39C kill 0%.
Screening CCOC(=O)c1scc(-c2ccc(C)cc2)c1S(=O)(=O)Nc1cc(Cl)ccc1OC returned Imprint erasure -18%[10.9 µM], p53ts 32C kill 2%, IkB signaling -1.3% and p53ts 39C kill -20%.
For COc1ccc(S(=O)(=O)Nc2cc(C(=O)NC3CCCCCC3)ccc2N2CCOCC2)cc1 the results were Imprint erasure -14%, p53ts 32C kill 10%, IkB signaling 0.6% and p53ts 39C kill 1%.
`CCOc1ccc(/C=C/c2nc(C#N)c(NCc3ccc(OC)cc3)o2)cc1` gave Imprint erasure -11%[10.9 µM], p53ts 32C kill -9%, IkB signaling -1.3% and p53ts 39C kill -15%.
Screening CCOc1ccc(S(=O)(=O)N(CC(=O)NCCSCc2ccccc2)c2ccccc2)cc1 returned Imprint erasure 9%[10.9 µM], p53ts 32C kill 5%, IkB signaling 1.6% and p53ts 39C kill -28%.
For COC(=O)c1ccccc1NC(=O)CN(c1ccc(OC)cc1)S(C)(=O)=O the results were p53ts 32C kill 17% and p53ts 39C kill 21%.
For Cc1ccc(C)c(N2CCN(S(=O)(=O)c3ccc4c(c3)oc(=O)n4C)CC2)c1 the results were Imprint erasure 0%, p53ts 32C kill -2%, IkB signaling 0.3% and p53ts 39C kill -3%.

Part of the list above in order of count of non-hydrogen atoms, rising:
For COc1nc(OC)nc(N(C)CCO)n1 the results were Imprint erasure -1%, p53ts 32C kill 2%, IkB signaling -1.0% and p53ts 39C kill 7%.
Screening Cc1nnc(SCC(=O)Nc2ccc(Br)cn2)[nH]c1=O returned Imprint erasure 8%, p53ts 32C kill -4%, IkB signaling -1.0% and p53ts 39C kill -6%.
Screening CC1CCCCN1C(=O)Cn1cc(C#N)c2ccccc21 (stereo not drawn) returned p53ts 32C kill -7% and p53ts 39C kill -5%.
For COc1ccc2c(c1OC)C(=O)OC2CC(=O)c1ccc(N(C)C)cc1 (stereo not drawn) the results were Imprint erasure 12%, p53ts 32C kill 1%, IkB signaling 9.4% and p53ts 39C kill -18%.
`CCOc1ccc(/C=C/c2nc(C#N)c(NCc3ccc(OC)cc3)o2)cc1` gave Imprint erasure -11%[10.9 µM], p53ts 32C kill -9%, IkB signaling -1.3% and p53ts 39C kill -15%.
O=C(CCOc1ccccc1)N(Cc1cccnc1)c1nc2c(F)cc(F)cc2s1 was read as Imprint erasure 26%[10.9 µM], p53ts 32C kill 8%, IkB signaling 0.1% and p53ts 39C kill -20%.
Screening COc1ccc(C(=O)Cn2c(=O)c(CCC(=O)O)nn3c4ccccc4nc23)cc1OC returned Imprint erasure -5%, p53ts 32C kill -7%, IkB signaling -0.5% and p53ts 39C kill -2%.
Screening CCOc1ccc(S(=O)(=O)N(CC(=O)NCCSCc2ccccc2)c2ccccc2)cc1 returned Imprint erasure 9%[10.9 µM], p53ts 32C kill 5%, IkB signaling 1.6% and p53ts 39C kill -28%.

Next part
Screening COc1ccc(C(=O)N2CCC3(CC2)CN(c2ncccn2)C3)cc1 returned p53ts 32C kill -3%, IkB signaling -1.8%[11.4 µM] and p53ts 39C kill -4%.
For N#CCSc1nc2c(sc(=S)n2Cc2ccco2)c(=O)n1-c1ccc(F)cc1 the results were Imprint erasure -13%, p53ts 32C kill 12%, IkB signaling 8.3% and p53ts 39C kill 11%.
For OC1(c2cn(Cc3ccccc3)nn2)CCCCC1 the results were Imprint erasure -2%, p53ts 32C kill 13%, IkB signaling -0.6% and p53ts 39C kill -11%.
Screening CCCCCC(=O)Nc1nc2ccccc2[nH]1 returned p53ts 32C kill -28% and p53ts 39C kill -13%.
Screening COC(=O)c1ccc(NS(=O)(=O)c2ccc3[nH]c4c(c3c2)CCCCC4)cc1 returned Imprint erasure 14%[10.9 µM], p53ts 32C kill 52%[activator], IkB signaling -1.4% and p53ts 39C kill inconclusive.
`CCN1CCn2c1nc(N1CCCCC1)nc2=O` gave Imprint erasure -10%, p53ts 32C kill -5%, IkB signaling -0.5% and p53ts 39C kill 9%.
`CC1(N)CCC(C(C)(C)N)CC1` (stereo not drawn) gave Imprint erasure -4%, p53ts 32C kill 10%[1.84 µM], IkB signaling 5.0% and p53ts 39C kill 16%.
`CCOC(=O)c1nnn(CC(=O)Nc2cccc(F)c2)c1C(=O)OCC` gave Imprint erasure 8%, p53ts 32C kill -1%, IkB signaling -1.1% and p53ts 39C kill -10%.
`COCCn1c(CNC(=O)c2ccc(C)cc2)nc2cccnc21` gave Imprint erasure -8%[10.9 µM], p53ts 32C kill 15%, IkB signaling 3.5% and p53ts 39C kill -29%.
Cc1ccc(C)c(N2CCN(C(=O)C3CCN(Cc4nc(-c5cccc(Cl)c5)oc4C)CC3)CC2)c1 was read as Imprint erasure -17%[10.9 µM], p53ts 32C kill 10%, IkB signaling -1.3% and p53ts 39C kill -22%.
CSc1ccccc1C(=O)Nc1cccc(N(C)S(C)(=O)=O)c1 was read as Imprint erasure -17%, p53ts 32C kill -1%, IkB signaling -3.4% and p53ts 39C kill -10%.
Screening COC(=O)[C@@H]1[C@@H]2C[C@H]3c4[nH]c5ccccc5c4CCN3C[C@@H]2CC[C@@H]1O returned Imprint erasure inconclusive, p53ts 32C kill 0%[9.22 µM], IkB signaling 0.7%[11.4 µM] and p53ts 39C kill 12%[9.22 µM].
`COc1ccc(Br)cc1CNCc1c(C(=O)O)c(C)n(Cc2ccccc2C)c1C` gave Imprint erasure 1%[10.9 µM], p53ts 32C kill -1%, IkB signaling inconclusive and p53ts 39C kill -19%.
CCOc1ccc(NC(=O)C2CCCN(c3nnc(C)c4c(C)n(-c5ccccc5)nc34)C2)cc1 (stereo not drawn) was read as Imprint erasure inconclusive, p53ts 32C kill 3%, IkB signaling inconclusive and p53ts 39C kill -21%.
For COc1ccccc1CN1CCN(C(CC(C)C)c2nnnn2Cc2cccs2)CC1 (stereo not drawn) the results were Imprint erasure -11%, p53ts 32C kill -6%, IkB signaling inconclusive and p53ts 39C kill -13%.
For CCC(C)Nc1ncnc2c1cnn2-c1ccc(F)cc1 (stereo not drawn) the results were Imprint erasure -9%[10.9 µM], p53ts 32C kill inconclusive, IkB signaling inconclusive and p53ts 39C kill 7.9µM*.
Screening O=C(Nc1cnn(Cc2ccc(Cl)cc2Cl)c1)c1noc2c1CCCC2 returned Imprint erasure -20%, p53ts 32C kill 27%, IkB signaling inconclusive and p53ts 39C kill 4%.
`COC(=O)Cn1c(C(=O)N2CCCC2)cc2c1C[C@H]1CN(C(=O)c3ccccc3)[C@@](Cc3ccccc3)(C(=O)OC)[C@@H]21` gave Imprint erasure -3%, p53ts 32C kill 3% and p53ts 39C kill 4%.
COc1ccc(-c2onc(C)c2C)cc1S(=O)(=O)NCC(C)c1ccccc1 (stereo not drawn) was read as Imprint erasure -7%[10.9 µM], p53ts 32C kill 6%, IkB signaling inconclusive and p53ts 39C kill -14%.
O=c1c2cc3c(cc2n(Cc2ccccc2)c(=O)n1Cc1nc(-c2ccccc2)no1)OCO3 was read as Imprint erasure 26%[10.9 µM], p53ts 32C kill 7%, IkB signaling 3.2% and p53ts 39C kill -24%.
Screening Cc1ccc(CCNC(=O)c2cnc3c(-c4ccc(F)cc4)c(C)nn3c2C)cc1 returned Imprint erasure -1%[10.9 µM], p53ts 32C kill 1%, IkB signaling -0.4% and p53ts 39C kill -28%.
Screening OC1CCCN(Cc2cccc3ccccc23)C1 (stereo not drawn) returned Imprint erasure -14%, p53ts 32C kill -4%, IkB signaling 1.9% and p53ts 39C kill 6%.
CC(=O)Nc1c2c3c(cccc3n(C)c1=O)C(=O)c1ccccc1-2 was read as Imprint erasure -6%, p53ts 32C kill -6%, IkB signaling 4.0% and p53ts 39C kill 2%.
For COCCCNc1nc2c(c(=O)n(C)c(=O)n2C)n1Cc1cccc(OC)c1 the results were p53ts 32C kill -7% and p53ts 39C kill -1%.
For CC(c1ccccc1)n1cc(C(=O)NCc2ccccn2)nn1 (stereo not drawn) the results were Imprint erasure -4%, p53ts 32C kill 0%, IkB signaling 1.1% and p53ts 39C kill 3%.
CC(CN1CCCCC1)OC(=O)c1ccc2c(c1)OCO2 (stereo not drawn) was read as Imprint erasure -2%, p53ts 32C kill 2%, IkB signaling -0.6% and p53ts 39C kill -4%.
Screening Cc1ccc(S(=O)(=O)N2CCN(C(=O)COC(=O)COc3ccccc3)CC2)cc1 returned Imprint erasure -6%, p53ts 32C kill -6%, IkB signaling 0.1% and p53ts 39C kill -7%.
For CS(=O)(=O)N1CCN(C(=O)c2ccncc2)CC1 the results were Imprint erasure -2%, p53ts 32C kill -19%, IkB signaling 0.3% and p53ts 39C kill -7%.
For CC(=O)c1sc(NC(=O)c2ccccc2F)nc1C the results were Imprint erasure -92%[inhibitor], p53ts 32C kill inconclusive, IkB signaling inconclusive and p53ts 39C kill inconclusive.
Screening Cc1ccc(Cn2cnc3c(oc4ccccc43)c2=O)cc1 returned Imprint erasure -17%[10.9 µM], p53ts 32C kill -3%, IkB signaling -0.6% and p53ts 39C kill -5%.
COc1ccccc1CCn1c(=O)c(-c2ccc(F)c(F)c2)nc2cncnc21 was read as Imprint erasure -5%, p53ts 32C kill -6%, IkB signaling -0.3%[11.4 µM] and p53ts 39C kill -14%.
`NCC(O)COc1ccc2c(c1)OCO2` (stereo not drawn) gave Imprint erasure -54%[inhibitor], p53ts 32C kill 1%, IkB signaling 1.2% and p53ts 39C kill 0%.
`CC(C)(C)c1ccc(C(=O)N2CCC(C(=O)NCc3ccncc3)CC2)cc1` gave Imprint erasure -8%, p53ts 32C kill -7%, IkB signaling 1.5% and p53ts 39C kill -10%.
